# Hsp70 displacement = Hsp70 inhibitors, probe displacement, primary screen, biochemical, fluorescence polarization (AID 583); Hsp70 fluorescence polarization probe displacement, mP; higher % means a stronger effect; displacement, % at 20 µM; hits with a dose series show IC50 in µM; hit rate 0.06% among 140,000; in the data active means displacement above about 50%;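 further: plate controls were vehicle for no effect and reference ligand for full effect; a part of the inactive calls stands beside numbers as strong as those of hits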
# Rat MKP-3 inhibitors = MKP-3 phosphatase inhibitors, primary screen, biochemical, rat enzyme, in vitro (AID 425); recombinant MKP-3 phosphatase activity, fluorescence; higher % means a stronger effect; hit rate 0.17% among 110,000; inhibition, % at 20 µM; hits with a dose series show IC50 in µM; in the data active means inhibition above about 50%;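 further: plate controls were vehicle for no effect and reference inhibitor for full effect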
# Active calls of the source: *; x = not tested or not shown; & = joins results of further samples. Not all compounds are listed. The share of hits here may be higher or lower than overall.
SMILES,Hsp70 displacement,Rat MKP-3 inhibitors
COC(=O)c1ccc(-n2c(C)cc(/C=C3\SC(NC(C)=O)=NC3=O)c2C)cc1,-28%,3%
O=C(C1CC1)N1CCc2cc(Br)cc(S(=O)(=O)N3CCCCCC3)c21,3.4%,-7%
COc1ccc(-n2c(Cn3c(=O)sc4ccccc43)nnc2SCC(=O)N2CCCC2)cc1,-0.7%,7%
O=C(NCc1ccc2c(c1)OCO2)C(O)(c1ccccc1)c1ccccc1,2.8%,2%
COc1cc2c(C)nc3onc(-c4ccccc4)c3c2cc1OC,0.4%,-20%
CCOc1ccc(N(CC(=O)OC)S(=O)(=O)c2ccc(OC)c(OC)c2)cc1,2.0%,-6%
O=C1NC(=O)N(c2ccccc2)C(=O)/C1=C\c1ccccc1OCc1ccc(F)cc1,0.2%,3%
COc1ccccc1OCC(=O)NNC(=O)C(OC)c1ccccc1 (configuration not stated),-2.4%,0%
CCOc1ccc2nc(SCC(=O)Nc3ccc4nc(SCC(=O)NC5CC5)sc4c3)sc2c1,-1.5%,0%
O=C1NC(=Nc2ccc(O)cc2)S/C1=C/c1ccco1,-3.0%,4%
Cc1cccc(N2CCN(Cc3ccoc3)CC2)c1C,0.7%,x
O=C(Cc1cccc2ccccc12)N/N=C/c1ccc(OC(=O)/C=C/c2ccco2)cc1,-0.8%,x
COc1cc(CN2CCN(C3CCN(Cc4ccccc4)CC3)CC2)cc(OC)c1OC,5.0%,2%
O=C(c1ccccc1)N1CCN(c2nc(-c3ccccc3)c3cc(Cl)ccc3n2)CC1,-1.7%,0%
CCN1CCN(CCNC(=O)C2CCCN(Cc3nc(-c4cccc(Cl)c4)oc3C)C2)CC1 (configuration not stated),0.9%,0%
CCOC(=O)C(NC(C)=O)(N1CCc2ccccc2C1)C(F)(F)F (configuration not stated),-0.8%,-5%
COC(=O)C1=C(C)NC(C)=C(C(=O)OC)C1c1ccccc1OCc1c(C)no[n+]1[O-],-1.6%,12%
COc1ccc(S(=O)(=O)Nc2ccc(C(F)(F)F)cc2)cc1OC,-1.4%,-19%
CCOC(=O)c1ccccc1NC(=O)CSc1nnnn1C1CCCCC1,3.2%,-4%
COc1ccc(C2SCCN2S(=O)(=O)c2ccccc2)cc1OC (configuration not stated),-3.2%,-7%
C=CCOC(=O)C1=C(C)NC(=O)NC1c1cccc(Br)c1 (configuration not stated),3.3%,0%
COc1ccc(OC)c(NC(=S)NC(NC(C)=O)C(Cl)(Cl)Cl)c1 (configuration not stated),1.1%,3%
NC(=O)C1CCCNC1 (configuration not stated),x,-7%
Nc1nc2n(n1)C1(CCCCC1)C1=C(CCCC1)N2,1.7%,-4%
CC(C)(C)Cc1nnc(NS(=O)(=O)Cc2ccccc2)s1,-5.3%,-2%
Cc1ccnc(NC(=O)c2cc(S(=O)(=O)N3CCCCC3)ccc2Cl)c1,1.3%,0%
CC(=O)c1ccc(-n2nncc2C(C)(C)C)cc1,-4.2%,-9%
C=CCn1c(CCN2C(=O)c3cccc4cccc(c34)C2=O)n[nH]c1=S,1.1%,4%
COc1cc(C2NC(=O)NC(C)=C2C(=O)OCCOc2ccccc2)cc(Cl)c1O (configuration not stated),0.8%,-1%
CCOC(=O)c1ccc(NC(=O)c2ccccc2OCC)cc1,-1.8%,0%
Cc1ccc(/C=N/N2CCN(Cc3cccc4ccccc34)CC2)s1,-2.3%,4%
O=C(c1cnn2c(C(F)(F)F)cc(-c3cccs3)nc12)N1CCN(Cc2ccccc2)CC1,-2.4%,x
C=CCn1c(O)c(/C=C2\C=Nc3ccccc32)c(=O)[nH]c1=S,-1.1%,2%
CCCCOc1ccc(/C=N/Nc2cc(OC)ncn2)cc1,0.4%,-2%
CCN(CC)C(=O)C1CCCc2c1[nH]c1ccc(Cl)cc21 (configuration not stated),16%,-3%
Cc1cc(C)n(-c2cc(-n3nc(C)cc3C)ncn2)n1,0.1%&5.3%,-6%&-6%
COc1ccc(CCNc2cc(N3CCN(C(=O)c4cc(Cl)c(OC)c(Cl)c4)CC3)ccc2[N+](=O)[O-])cc1OC,5.0%,3%
O=C(O)C1Nc2c(C(=O)N3CCOCC3)cccc2C2C=CCC12 (configuration not stated),18%,0%
CC(C)(C)c1ccc(C(=O)Nc2cnccn2)cc1,-0.8%,2%
COc1ccc(CC(=O)c2cc(OC)c(OC)cc2CC(=O)O)cc1OC,-0.7%,-12%
CCOC(=O)N1CCC(NC(=O)C2CCCN(c3nc4ccccc4o3)C2)CC1 (configuration not stated),-4.8%,2%
CCc1ccc(-n2c(C)cc(/C=N/NC(N)=O)c2C)cc1,-4.5%,3%
O=[N+]([O-])c1ccc(Sc2nc3ccccc3s2)nc1,-2.3%,2%
CCOC(=O)N1CCC(Nc2nc3ccccc3n3cnnc23)CC1,2.3%,1%
CCCCN1CC(O)=C(c2nc(-c3ccc(Cl)cc3)cs2)C1=N,0.5%,x
CS(=O)(=O)N(CC(=O)Nc1ccc(C(N)=O)cc1)C1CCCCC1,-1.4%,x
CS(=O)(=O)n1nc(-c2ccc(Cl)cc2)nc1SCc1ccccc1,1.5%,x
COc1ccc2c(OC)c3ccoc3nc2c1OC,-0.6%,1%
CCOC(=O)c1c(C)oc2cc(Br)c(OC)cc12,-4.1%&2.0%,-6%&2%
Cc1nnc(SCC(=O)Nc2ncc(Cc3ccc(F)cc3)s2)n1N,6.7%,-1%
Cc1cccc(Cc2c(C)nc3nc(SCC(=O)NCc4ccco4)nn3c2C)c1,x,2%
O=C(OCC(=O)c1cccs1)c1ccc(NC(=O)c2ccco2)cc1,1.4%,-1%
COc1ccc(N2C(=O)c3ccc(NC(C)=O)cc3C2=O)cc1,0.8%,3%
CCCC(C)NS(=O)(=O)c1ccc(C)cc1 (configuration not stated),3.7%,0%
COc1ccc(-n2nc3cc(C)c(NC(=O)c4cccnc4)cc3n2)cc1,6.7%&-1.5%,-5%&-3%
CC(=O)c1c(N2CCOCC2)nc(=O)n(-c2ccccc2)c1C,-1.4%,x
O=C(N/N=C/c1cccc(O)c1)c1cncc(Br)c1,7.1%,-1%
COc1ccc(NC(=O)CN(c2cc(C)cc(C)c2)S(=O)(=O)c2ccccc2)c(OC)c1,-1.7%,6%
COc1ccc(N(CC(=O)NCc2ccncc2)S(=O)(=O)c2ccccc2[N+](=O)[O-])c(OC)c1,-1.2%,3%
CCOC(=O)c1ccc(NC(=O)CN(c2cc(C)cc(C)c2)S(=O)(=O)c2ccccc2)cc1,1.5%,-4%
# (further entries)
SMILES,Hsp70 displacement,Rat MKP-3 inhibitors
COc1ccc(C(=O)c2coc3cc(Br)c(O)c(Br)c23)cc1,1.5%,1%
COc1ccc(N(CC(=O)Nc2ccccc2Br)S(=O)(=O)c2ccccc2)cc1,-2.1%,3%
CC1CCc2c(sc(NC(=O)c3cccc(C(=O)O)c3)c2C(N)=O)C1 (configuration not stated),16%,33%
CC(=O)Nc1ccccc1NC(=O)Cc1ccc(Cl)cc1,-1.8%,2%
O=C(CSc1nnc(-c2ccco2)o1)NC(=O)C1COc2ccccc2O1 (configuration not stated),2.0%,-5%
O=C1NC(=O)C(=Cc2cccc(OCc3ccc(F)cc3)c2)C(=O)N1,2.9%,0%
Cc1ccc(Nc2ccccc2)cc1,0.3%,x
CCC(Sc1nc2ccccc2c(=O)n1CCN1CCOCC1)C(=O)NCc1cccnc1 (configuration not stated),8.2%,-8%
CCCOC(=O)c1ccc(N=Cc2cc(Br)ccc2O)cc1,-1.2%,-3%
O=C(NCc1ccco1)c1ccc(Br)cc1,13%,2%
O=C(CC1(O)C(=O)Nc2ccccc21)c1cccnc1 (configuration not stated),2.9%,-9%
CCOC(=O)C1=C(C)NC(C)=C(C(=O)OC)C1c1ccccc1 (configuration not stated),0.6%,-2%
O=C(/C=C/c1ccccc1)NC(=S)Nc1ccc([N+](=O)[O-])cc1,-4.4%,1%
CC(=O)c1cc2c(O)c(O)ccc2o1,2.7%,-6%
Cc1cc(C)c(S(=O)(=O)Nc2ccc[nH]c2=O)c(C)c1,-2.0%,1%

# Reformatted bar-delimited: entries from further up.
Molecule | Hsp70 displacement | Rat MKP-3 inhibitors
O=C(N/N=C/c1cccc(O)c1)c1cncc(Br)c1 | 7.1% | -1%
COc1ccc(NC(=O)CN(c2cc(C)cc(C)c2)S(=O)(=O)c2ccccc2)c(OC)c1 | -1.7% | 6%
COc1ccc(N(CC(=O)NCc2ccncc2)S(=O)(=O)c2ccccc2[N+](=O)[O-])c(OC)c1 | -1.2% | 3%
CCOC(=O)c1ccc(NC(=O)CN(c2cc(C)cc(C)c2)S(=O)(=O)c2ccccc2)cc1 | 1.5% | -4%
COc1ccc(C(=O)c2coc3cc(Br)c(O)c(Br)c23)cc1 | 1.5% | 1%
COc1ccc(N(CC(=O)Nc2ccccc2Br)S(=O)(=O)c2ccccc2)cc1 | -2.1% | 3%
CC1CCc2c(sc(NC(=O)c3cccc(C(=O)O)c3)c2C(N)=O)C1 (configuration not stated) | 16% | 33%
CC(=O)Nc1ccccc1NC(=O)Cc1ccc(Cl)cc1 | -1.8% | 2%
O=C(CSc1nnc(-c2ccco2)o1)NC(=O)C1COc2ccccc2O1 (configuration not stated) | 2.0% | -5%
O=C1NC(=O)C(=Cc2cccc(OCc3ccc(F)cc3)c2)C(=O)N1 | 2.9% | 0%
Cc1ccc(Nc2ccccc2)cc1 | 0.3% | x
CCC(Sc1nc2ccccc2c(=O)n1CCN1CCOCC1)C(=O)NCc1cccnc1 (configuration not stated) | 8.2% | -8%
CCCOC(=O)c1ccc(N=Cc2cc(Br)ccc2O)cc1 | -1.2% | -3%
O=C(NCc1ccco1)c1ccc(Br)cc1 | 13% | 2%
O=C(CC1(O)C(=O)Nc2ccccc21)c1cccnc1 (configuration not stated) | 2.9% | -9%
CCOC(=O)C1=C(C)NC(C)=C(C(=O)OC)C1c1ccccc1 (configuration not stated) | 0.6% | -2%

# Further results.
SMILES,Hsp70 displacement,Rat MKP-3 inhibitors
Cc1sc(NC(=O)c2cccc(Br)c2)nc1-c1ccccc1,-4.3%,4%
CCN(CC)C(=O)c1c(-c2ccccc2)noc1C,-2.9%,-1%
CC(=O)c1ccc(N2CCN(C(=O)c3cc(-c4ccc5c(c4)OCO5)nc4ccccc34)CC2)cc1,7.9%,-7%
Cc1cccc(NC(=O)C2CCN(c3nc(C)cc(C)n3)CC2)c1,0.9%,0%
CC1(C)CC(=O)C2=C(C1)N=C1SCCC(=O)N1C2c1ccccc1 (configuration not stated),8.8%,3%
Cc1cccc(C(=O)Nc2cc(-c3nc4ncccc4o3)ccc2C)c1,-5.5%,11%
COC(=O)C1=C(C)Nc2c(c(=O)n(C)c(=O)n2C)C1c1cccs1 (configuration not stated),2.3%,-5%
CCOC(=O)Nc1sc(NS(=O)(=O)c2ccccc2)nc1C,0.3%,1%
CCCCNc1nc2ccccc2n1CC(=O)N1CCc2ccccc2C1,6.4%,-14%
Cc1ccnc(NC(=O)CCC(=O)N(CC(=O)NCCc2ccccc2)Cc2ccco2)c1,-4.1%,-6%
O=C(NCc1ccco1)c1ccc2c(=O)n(CCC3=CCCCC3)c(=O)[nH]c2c1,4.0%,1%
CCOc1ccccc1/C=C1\C(=O)N(CCOC)C(C)=C1C(=O)OC,0.2%,1%
CC(C)(C)NC(=O)CN(C(=O)CS(=O)CC(=O)Nc1ccc(F)cc1)c1ccc(Cl)cc1 (configuration not stated),-0.6%,-2%
COCCn1c(C23CC4CC(CC(C4)C2)C3)n[nH]c1=S,2.4%,2%
CCn1c(SCC(=O)c2ccc(Cl)cc2)nc2ccccc2c1=O,-1.7%,-1%
Cc1ccc(OCC(=O)NCCCN2CCOCC2)c(Br)c1,2.9%,0%
CCn1c2ccccc2c2cc(C=Nc3ccccc3C(=O)Nc3ccccc3)ccc21,2.6%,1%
Cc1cccc(NC(=O)CC2SC(N)=NC2=O)c1C (configuration not stated),-1.6%,2%
CCOc1ccc(N2C(=O)c3cccnc3C2Nc2ccc(C)c(C)c2)cc1 (configuration not stated),1.7%,x
CCOc1ccc(-c2nc(N)ncc2Oc2ccccc2Br)c(O)c1,-3.4%,x
CCOC(=O)C1=C(C)N=c2s/c(=C\c3ccc(O)c(OC)c3)c(=O)n2C1c1ccc(OC)cc1 (configuration not stated),5.0%,4%
CCOC(=O)c1oc2ccc(CNC(C)(C)C)c(Cl)c2c1C,14%,x
Cc1ccc(S(=O)(=O)Nc2cc(-c3nn(C)c(=O)c4ccccc34)ccc2N2CCOCC2)cc1,-0.5%,x
Cn1c(CNC(=O)c2ccc(F)cc2)nc2ccccc21,3.3%,-5%
CCOc1cc(/C=N/NC(=O)Cn2nc([N+](=O)[O-])cc2C)cc(Br)c1OCc1ccccc1C,-1.5%,x
CCOC(=O)c1sc(NC(C)=O)nc1C,8.0%,x
COc1cccc(C(=O)NNC(=O)CCC(=O)O)c1,3.3%,-1%
CC1=NN(c2cccc(C(=O)O)c2)C(=O)/C1=C\c1ccco1,6.9%,-3%
CCCCCC(=O)N/N=C/c1ccccc1,-2.8%,6%
O=C(CN1CCCCCC1)Nc1ccc(Br)cc1,3.6%,x
Cc1ccc2nc(-c3ccc(C)c(NC(=O)c4cccc([N+](=O)[O-])c4C)c3)oc2c1,-1.2%,1%
Nc1nc(NCc2ccccc2)nc(-c2ccccc2)n1,5.7%,34%
O=C(NC1CCCCC1)c1ccc2c(=O)n(CC3CCCO3)c(=O)[nH]c2c1 (configuration not stated),-5.4%,-2%
CCOc1cc(/C=N/NC(=O)CNc2cccc(C)c2)ccc1OC(=O)c1ccccc1,0.2%,x
CCOc1ccccc1Nc1cc(C)nc2nc(C)nn12,0.7%,-3%
Cc1c(C(=O)N2CCOCC2)oc2c1C(=O)CC(C)(C)C2,-5.3%,3%
Cc1ccc(-c2nnc3ccc(SCC(=O)NCc4ccco4)nn23)cc1,-1.0%,-3%
CC(C)Oc1ccc(C(=O)Nc2nc(-c3ccc(F)cc3F)cs2)cc1,-2.7%,3%
COc1ccc(CN2CCN(c3ccccn3)CC2)c(OC)c1,2.4%,-4%
CSCCC(C(=O)O)N1C(=O)NC2NC(=O)NC21 (configuration not stated),-0.1%,-1%

# Screening data from PubChem.
